From PubChem
Mito fusion yeast = inhibitors of mitochondrial division or activators of mitochondrial fusion; S. cerevisiae fusion-defective mutant growth rescue, CellTiterGlo 48 h; Potency, µM (titrated, usually from 46.1 µM), inactives show at the top dose growth rescue (activation), actives largely listed as activators; actives 0.23% (n = 320,000); AID 485298;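 further: potency means the concentration at half of the fitted maximal effect; % of control where 0% means no effect; nearly all actives have a fitted effect of over 45% in size; temperature-sensitive fusion mutants such as fzo1-1 at 37 °C on non-fermentable ethanol glycerol medium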
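Luminescent cell viability in 1536-well qHTS format served as the measure of rescued growth in ts fusion-mutant S. cerevisiae cultured on non-fermentable YPEG for 48 hours at 37C.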
Eya2 inh = Eya2 (human) phosphatase inhibition; O00167; recombinant Eya2, OMFP fluorescence dephosphorylation (OMFP is methylfluorescein phosphate); Potency, µM (doses to about 76.9 µM), for the others: at the top dose activity, negative = inhibition, hits mostly inhibitors; actives 0.006% (n = 330,000); further: potency means the concentration at half of the fitted maximal effect; on the % scale 0 is the no-effect control and ±100 the full control effect
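Eya2 protein (added as 0.2 uM solution) was preincubated with compound for 10 min at ambient temperature in 50 mM HEPES pH 7.5, 50 mM NaCl, 5 uM MgCl2, 0.05% BSA, 1 mM DTT. OMFP (added at 50 uM) then reacted 10 min; fluorescence read at 485/525 nm.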
KCNH2 WT inh = blocks the wildtype human KCNH2 potassium channel. activity change, % at 1.84 µM. U2OS, BacMam KCNH2, thallium flux FluxOr; active compounds read low. actives 0.37% (n = 340,000). Q12809;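 active means maximum activity change below -70%; inconclusive means maximum activity change between -70% and -50%; inactive means maximum activity change above -50%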; further: on the % scale 0 is the no-effect control and ±100 the full control effect
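U2OS cells transduced with wild-type KCNH2 virus are loaded with FluxOr dye for 45 min, and thallium flux is measured in kinetic reads before and after stimulation buffer. Rate constants are normalized to DMSO controls.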
TSHR antag = antagonists of human thyroid stimulating hormone receptor. TSHR-expressing cells, TSH-stimulated cAMP HTRF, 2 h; active compounds read low. activity change, negative = inhibition, % at 11.5 µM. actives 0.2% (n = 330,000). AID 504810;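 active means activity change below a set negative limit, meaning inhibition stronger than a set level, cut at about -70% in these data; inconclusive means activity change between two set negative limits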; further: on the % scale 0 is the no-effect control and ±100 the full control effect
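Competitive HTRF cAMP read-out (cryptate anti-cAMP antibody, cAMP-d2; 30 min, room temperature) in freshly harvested TSHR cells. Compounds added before TSH at EC80 (4nM final), followed by 2 hours' incubation at 37 deg C.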
Menin-MLL TR inh = inhibitors of human menin-MLL interaction, mutant MLL peptide. Menin + Texas Red MLL mutant peptide, fluorescence polarization. Potency, µM (top dose mostly 61.6 µM), for inactives: at the highest dose FP activity change, negative = inhibition, usual class: inhibitors. actives 0.23% (n = 270,000). AID 1768; active means well fitted inhibition curve with a large enough effect in the polarisation, with a control signal flat, not every such curve was filed as active; inconclusive means small, poorly fitted or top-dose-only effect, or effect the other way, or a change in a side signal; inactive means no such curve, though single readings can be large or run the other way; the % refers to the polarisation; further: potency means the concentration at half of the fitted maximal effect; % of control where 0% means no effect; many of its hits are not listed in these tables
S-ASM inh = blocks human secretory acid sphingomyelinase; Potency, µM (highest dose often 57.5 µM), for inactives: top-dose activity change, negative = inhibition, most hits filed as inhibitors; placental ASM, HMU-PC fluorogenic substrate, 60 min; actives 0.006% (n = 340,000); P17405; further: potency means the concentration at half of the fitted maximal effect
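Human placenta-derived ASM preincubated with compound 10 min at room temperature, then reacted with 9 uM (final) fluorogenic HMU-PC substrate for 60 min at 37 C. Stop solution raises pH to 10; fluorescence read at Ex 386/Em 447 nm.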
USP2a block = inhibitors of human ubiquitin-specific protease USP2a; O75604; Potency, µM (titrated, usually from 38.3 µM), for inactives: at the top dose activity change, negative = inhibition, usual class: inhibitors; actives 0.01% (n = 330,000); USP2 core, Ub-CHOP2 coupled fluorogenic reporter, 485/531;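 further: potency means the concentration at half of the fitted maximal effect; plate controls were DMSO wells for no effect and full inhibition by NEM control for full effect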
Target sequence (O75604 whole entry, looked up): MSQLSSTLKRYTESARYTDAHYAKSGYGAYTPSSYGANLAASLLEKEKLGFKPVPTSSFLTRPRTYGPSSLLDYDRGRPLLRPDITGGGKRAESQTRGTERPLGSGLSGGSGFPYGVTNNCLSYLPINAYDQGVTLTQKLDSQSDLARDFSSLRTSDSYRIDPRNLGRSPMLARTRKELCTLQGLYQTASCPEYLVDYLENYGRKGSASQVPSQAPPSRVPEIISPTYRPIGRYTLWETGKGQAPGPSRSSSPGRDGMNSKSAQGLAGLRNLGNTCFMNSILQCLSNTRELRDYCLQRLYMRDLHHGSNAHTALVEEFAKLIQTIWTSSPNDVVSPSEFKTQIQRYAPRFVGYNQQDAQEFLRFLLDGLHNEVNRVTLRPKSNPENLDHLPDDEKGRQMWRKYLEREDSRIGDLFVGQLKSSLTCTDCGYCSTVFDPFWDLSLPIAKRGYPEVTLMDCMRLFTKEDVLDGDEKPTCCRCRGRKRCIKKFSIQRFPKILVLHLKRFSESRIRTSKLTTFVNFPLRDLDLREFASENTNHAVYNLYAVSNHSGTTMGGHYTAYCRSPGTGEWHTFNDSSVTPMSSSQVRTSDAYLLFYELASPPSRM
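Deubiquitinase activity read as fluorescence (485/531 nm) after Ub-CHOP2 cleavage activates the enterokinase reporter on its substrate; USP2 core 10nM, Ub-CHOP2 and substrate 25nM each, 30min compound preincubation then 60min RT; data normalized to NEM, curves fitted.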
GALK inhibitor = inhibitors of human galactokinase. Potency, µM (series often up to 57.5 µM), without a hit: at the highest dose activity change, negative = inhibition, actives largely listed as inhibitors. AID 1868. actives 0.007% (n = 270,000). Purified GALK, Kinase-Glo residual ATP luminescence. P51570; further: potency means the concentration at half of the fitted maximal effect; on the % scale 0 is the no-effect control and ±100 the full control effect
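Kinase-Glo Plus luminescence measured ATP left after a 1 h room-temperature reaction. The reaction used 5 nM GALK, 100 uM galactose and 35 uM ATP at pH 8.0 (20 mM HEPES, 5 mM MgCl2, 60 mM NaCl, 1 mM DTT, 0.01% BSA).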
MBNL1 CUG block = blocks human MBNL1 binding to CUG repeat RNA. Q9NR56. TR-FRET MBNL1-His/biotin-(CUG)12 binding, 665/545 ratio. Potency, µM (highest dose often 57.5 µM), for the others: at the top dose activity change, negative = inhibition, most hits filed as inhibitors. actives 0.036% (n = 280,000). AID 2675; active means well fitted inhibition curve with a large enough effect in the signal ratio, with a control signal flat, not every such curve was filed as active; inconclusive means small, poorly fitted or top-dose-only effect, or effect the other way, or a change in a side signal; inactive means no such curve, though single readings can be large or run the other way; the % refers to the signal ratio; further: potency means the concentration at half of the fitted maximal effect; on the % scale 0 is the no-effect control and ±100 the full control effect
Target sequence (Q9NR56 whole entry, looked up): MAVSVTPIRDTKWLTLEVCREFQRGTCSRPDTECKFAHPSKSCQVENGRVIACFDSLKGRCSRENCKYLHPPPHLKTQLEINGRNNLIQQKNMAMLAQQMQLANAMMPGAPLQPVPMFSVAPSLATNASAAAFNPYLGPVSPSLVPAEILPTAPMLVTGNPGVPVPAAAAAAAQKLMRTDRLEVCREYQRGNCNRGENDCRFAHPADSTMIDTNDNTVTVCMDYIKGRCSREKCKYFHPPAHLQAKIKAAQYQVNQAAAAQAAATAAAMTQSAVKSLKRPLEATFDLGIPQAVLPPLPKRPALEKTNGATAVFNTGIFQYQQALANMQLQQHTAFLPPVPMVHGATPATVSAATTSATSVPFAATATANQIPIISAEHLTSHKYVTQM
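Inhibition of protein-RNA binding appears as loss of TR-FRET between terbium anti-His antibody on MBNL1-His and streptavidin-XL665 on biotin-(CUG)12. Activity is normalized to buffer-only and uninhibited-complex controls.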
PKM2 act = PKM2 (human) enzyme activation; Potency, µM (titrated, usually from 57.5 µM), without a hit: at the highest dose activation, usual class: activators; actives 0.34% (n = 260,000); purified PKM2, Kinase-Glo ATP luminescence, activation; response scale: 0% is enzyme alone, no compound; AID 1631; further: potency means the concentration at half of the fitted maximal effect; on the % scale 0 is the no-effect control and ±100 the full control effect; nearly all actives have a fitted effect of over 55% in size
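hPK-M2, >95% pure; 0.1 mM ADP / 0.5 mM PEP final; imidazole pH7.2 buffer w/ 7 mM MgCl2, 50 mM KCl; 1 h RT; Kinase-Glo lum. Intermediate enzyme activity for dual inhibitor/activator qHTS.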
BCR signal inh = chronic active BCR signaling inhibition. ABC-DLBCL IkBa-CBG/CBR reporter, luminescence ratio, 4 h. Potency, µM (titrated, usually from 46.1 µM), for the others: top-dose ratio change, negative = lower green/red ratio, usual class: inhibitors. actives 0.05% (n = 340,000); active means well fitted inhibition curve with a large enough effect in the signal ratio, with a control signal flat, not every such curve was filed as active; inconclusive means small, poorly fitted or top-dose-only effect, or effect the other way, or a change in a side signal; the % refers to the signal ratio;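 further: potency means the concentration at half of the fitted maximal effect; plate controls were basal doxycycline-induced cells for no effect and cells given 10 µM MG132 for full effect; MG132 reads +100%, hits lower the ratio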
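Compounds up to 46 uM were incubated four hours with TMD8 cells whose green CBG68 luciferase is fused to IkappaBalpha; red CBR luminescence normalised the signal, and concentration-effect curves were fitted to fusion, red and ratio data.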
* hit, by the source's call; u = inconclusive; x = no result given; [ ] = dose if it differs, or a comment. Unless noted, the call rests on the fitted dose curve; in most records, active means well fitted curve in the direction sought with a large enough effect; inconclusive means small, poorly fitted or top-dose-only effect, or another doubt; inactive means no such curve, though single readings can be large; an effect the other way counts as inactive or inconclusive.

SMILES	Mito fusion yeast	Eya2 inh	KCNH2 WT inh	TSHR antag	Menin-MLL TR inh	S-ASM inh	USP2a block	GALK inhibitor	MBNL1 CUG block	PKM2 act	BCR signal inh
CC(NC(=O)Cn1cc(C(F)(F)F)ccc1=O)c1ccc(F)cc1 (configuration not stated)	-6%	-13%	-18	5	1%	-2%	1%	9%	-13%	0%	4%
Cc1ccc(NC(=S)N(CCCN2CCCC2)Cc2cccn2Cc2ccc(Cl)cc2)cc1Cl	-5%	5%	13	16	-18%	-15%	5%	1%	2%	7%	5%
O=c1[nH]c(-[n+]2ccccc2)c(/C=N/N=C(\[O-])c2ccccc2)s1	2%	9%	-12	4	x	-5%	0%	x	u	-11%	-20%
COc1cccc(/C=N\NC(=O)c2cc(OCC(F)(F)F)ccc2OCC(F)(F)F)c1	-6%	-6%	22	8	7%	-2%	-1%	-1%	8%	0%	-16%
CCOc1ccccc1N1CCN(C(=O)c2cc(S(=O)(=O)N3CCCCC3)ccc2C)CC1	1%	-2%	-1	-13	x	2%	2%	x	x	x	9%
CCCc1nnc(NC(=O)c2ccc(S(=O)(=O)N(C)c3ccccc3OC)cc2)s1	0%	-1%	-1	5	x	0%	-2%	x	x	x	0%
CCC1(C)OC(=O)N2CCc3c(C)[nH]c4c(C)ccc(c34)C21C (configuration not stated)	10%	-23%	-2	-4	-13%	3%	0%	-2%	5%	2%	-1%
COc1ccc(NS(=O)(=O)c2cccc(-c3nnc(-c4ccccc4)o3)c2)cc1	13µM*	-2%	15	-43	0%	-16%	-2%	-4%	u	-1%	u
CS(=O)(=O)N(CC(=O)Nc1ccccc1C(=O)N1CCOCC1)c1ccccc1	-5%	-7%	-4	-8	-5%	4%	2%	-4%	-11%	0%	-8%
CC1CN(S(=O)(=O)c2cc(C(=O)NC(C)c3cccnc3)ccc2Cl)CC(C)O1 (configuration not stated)	x	6%	-24	x	x	3%	4%	x	x	x	0%
CC(/C=C/c1ccc2c(c1)OCO2)=N\NC(=O)c1ccccc1	5%	12%	12	2	1%	8%	-1%	0%	u	-2%	u
CCCC1=[N+](CC(C)=O)CCn2c(C)ccc21	-4%	-7%	x	12	-3%	26%	0%	1%	10%	3%	10%
Nc1nc(SCC(=O)N2CCc3ccccc3C2)[nH]c(=O)c1-c1ccccc1	-5%	9%	-13	21	4%	5%	-1%	1%	-14%	-2%	u
CCOC(=O)N1CCC(N2CC34C=CC(O3)C(C(=O)Nc3ccc(C(C)C)cc3)C4C2=O)CC1 (configuration not stated)	4%	-1%	-3	5	4%[11.7 µM]	5%	3%	3%	4%	-1%	4%
Cc1ccc(OCC(=O)NCCCNC(=O)c2ccc(C)nc2)cc1	-2%	11%	-2	8	17%	-2%[11.5 µM]	1%	-1%	7%	-2%	11%
CCOC(=O)CSc1nc(-c2cccs2)nc2c1c(=O)n(C)c(=O)n2C	5%	-10%	-3	16	20%	1%	1%	x	7%	0%	6%
Cc1cc(S(=O)(=O)NCc2ccco2)c(C)s1	3%	3%	3	-2	x	2%	0%	1%	0%	-2%	-6%
COc1ccccc1N(CC(O)Cn1nc(C)cc1C)S(=O)(=O)c1ccccc1 (configuration not stated)	-2%	1%	1	18	u	1%	2%	0%	x	0%	6%
Cc1ccc2[nH]c3c(=O)n(CC(=O)NCc4ccco4)ncc3c2c1	3%	-3%	18	-8	8%	-1%	3%	-1%	7%	x	u
CCOC(=O)N1CCN(C(=O)CCCn2c(=S)[nH]c3ccccc3c2=O)CC1	-2%	x	1	x	-17%	-1%	x	1%	-12%	3%	x
COCCn1c(C)nnc1SCC(=O)NNC(=O)c1ccc(Cl)cc1	-3%	8%	-12	13	0%	-1%	0%	-2%	-2%	-8%	0%
COC(=O)/C=c1/s/c(=C(/C#N)C(=O)N2CCOCC2)n(-c2ccccc2)c1=O	0%	2%	-20	-9	2%	3%	1%	3%	6%	14%	1%
Cc1ccc(S(=O)(=O)N2CCN(C(=O)COC(=O)CCCOc3ccccc3)CC2)c(C)c1	12%	-9%	-12	-9	x	0%	1%	x	x	x	-1%
COc1ccc(C2C(C#N)=C(N)N(c3sc4c(c3C#N)CCCC4)C3=C2C(=O)CC(C)(C)C3)cc1OC (configuration not stated)	-1%	-16%	-1	-1	1%	-4%	-3%	1%	19%	-18%	1%
CC1CCc2c(C(=O)OCC(=O)Nc3cccc(S(=O)(=O)N4CCCCCC4)c3)csc2C1 (configuration not stated)	-7%	0%	-8	0	-14%	-9%	1%	0%	x	-5%	10%
O=C(Cn1cc([N+](=O)[O-])cn1)Nc1ccc(Cn2cc(Br)cn2)cc1	0%	2%	1	4	14%	-2%	2%	x	3%	-13%	7%
CC(=O)N1CCN(C(=O)COc2ccc(N(C)S(=O)(=O)c3cccs3)cc2)CC1	1%	-8%	x	-3	5%	-1%	-1%	1%	-8%	1%	-9%
Fc1ccc(CNc2nc3ccccc3n3cnnc23)cc1	-5%	-5%	7	13	1%	3%	0%	2%	14%	-3%	3%
CC1(C)NC(=O)N(CCCCOc2ccccc2[N+](=O)[O-])C1=O	-4%	-16%	x	16	-15%	x	0%	5%	u	3%	-5%
CCCCCCC1CC(CSC(=N)N)OC1=O (configuration not stated)	4%	5%	2	-6	-7%	1%	-1%	0%	3%	-3%	u
COc1ccccc1NC(=O)c1c(Nc2ccccc2C)sc(C(=O)Nc2cccc(Cl)c2)c1N	6%	-6%	6	-5	u	-1%	0%	-1%	-6%	-1%	u
O=C(COC(=O)CNC(=O)c1ccccc1)Nc1cccc(Br)c1	-2%	4%	-9	-1	5%	x	4%	0%	-3%	3%	6%
CCC1(CC)NC(=O)N(CC(=O)OCC(=O)Nc2ccc(F)c(F)c2F)C1=O	-8%	9%	0	-3	19%	-2%	-1%	0%	4%	6%	u
Nc1nc(CC(=O)CSc2ccc(Cl)cc2)nc(Nc2ccc(F)cc2)n1	-5%	-3%	x	0	1%	x	-1%	0%	-8%	-2%	0%
C/C(N)=C(/C#N)C(=O)COC(=O)c1cc2c(s1)CCC(C)C2 (configuration not stated)	24%	-15%	-1	-12	3%	-4%	2%	-3%	2%	0%	-5%
COc1ccc(C(=O)COC(=O)c2cnc(C)cn2)cc1OC	2%	0%	-1	2	x	0%	1%	x	x	x	3%
NC(=O)c1sc(=S)n(-c2ccc(Br)cc2)c1N	-1%	15%	-10	-3	5%[11.7 µM]	-6%	1%	0%	u	-15%	8%
O=C(CN(Cc1ccc2c(c1)OCO2)C(=O)CNS(=O)(=O)c1ccccc1)NCC1CCCO1 (configuration not stated)	-1%	4%	0	-2	-11%	0%	-1%	-1%	6%	0%	0%
COc1cccc(-c2nnn(CC(C)=O)n2)c1	8%	4%	0	0	-1%	6%	2%	1%	-6%	0%	u
O=C(Oc1cccnc1)c1ccc(Cl)cc1	3%	8%	-2	-5	14%	-1%	2%	2%	-6%	8%	1%
CC1CCCCC1NC(=O)c1cc(S(=O)(=O)N2CCCCC2)ccc1N1CCOCC1 (configuration not stated)	0%	-6%	1	2	x	1%	3%	x	x	x	0%
COc1ccccc1/C=N/N(C(C)=O)c1nc(-c2ccc(F)cc2)cs1	-2%	-2%	9	19	18%	-1%	-1%	0%	6%	-5%	u
CC(NC(=O)c1ccco1)C(=O)N1CC=C(c2ccccc2)CC1 (configuration not stated)	x	-14%	-2	2	x	2%	3%	x	x	x	u
Cc1nc(C)c(C(=O)N(c2ccc(C)c(C)c2)C(C(=O)NCc2ccco2)c2ccccc2)s1 (configuration not stated)	3%	-27%	-1	33	u	-3%	1%	-5%	-4%	-22%	u
COC(=O)c1ccc(COc2nc(C)cc(C)c2C#N)o1	13%	-23%	-4	-7	0%	1%	3%	0%	-4%	6%	-7%

The list is partial. The share of hits here may be higher or lower than overall.
